# Screening results from PubChem.
# HIV peptide binding: inhibitors of HIV fusion peptide binding, primary screen, biochemical, uHTS, fluorescence dequenching (AID 1986); cell-free peptide binding, fluorescence dequenching, 30 min; higher % means a stronger effect; one-dose inhibition, % at 20 µM; IC50 in µM for titrated hits; hit rate 0.3% among 290,000; in the data active means inhibition mostly above about 52%, no sharp cut-off; inactive means mostly below about 76%; further: some results filed as inactive read as strong as hits
# SIAH1 antagonists: Siah-1 peptide-binding antagonists, primary screen, biochemical, fluorescence polarization, rhodamine-plectin, uHTS (AID 1817); hit rate 0.02% among 290,000; one-dose displacement, % at 20 µM; IC50 in µM for titrated hits; Siah-1 / rhodamine-plectin peptide fluorescence polarization; higher % means a stronger effect;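 active means displacement of at least 50% at 20 µM, with a fluorescence ratio check between 0.3 and a set limit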;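 further: plate controls were Siah plus tracer with DMSO for no effect and tracer alone without Siah for full effect; strong numbers were not always called active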
# GPR35 antagonists: GPR35 antagonists blocking zaprinast-driven arrestin recruitment, primary screen, imaging, U2OS, beta-arrestin-GFP, zaprinast agonist (AID 2058); U2OS GPR35 beta-arrestin-GFP translocation imaging, zaprinast antagonism; higher % means a stronger effect; inhibition, % at 10 µM, or IC50 in µM where a hit was titrated; hit rate 0.052% among 290,000;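 active means inhibition of at least 50% with at least 30 cells and total cytoplasm GFP at most 10,000,000; inconclusive means under 30 cells or total GFP of 10,000,000 plus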
# AID2073: inhibitors of Mint1-CaV2.2 protein interaction, biochemical, HTRF (AID 2073); HTRF protein-protein interaction, Mint1-CaV2.2; higher % means a stronger effect; inhibition, % at 20 µM; hits with a dose series show IC50 in µM; hit rate 0.19% among 290,000; in the data active means inhibition mostly above about 51%, no sharp cut-off; inconclusive means no clear call, values can overlap the other calls; inactive means mostly below about 53%; further: some results filed as inactive read as strong as hits
# Dengue-2 NS5 capping: flavivirus cap methylation enzyme inhibition – biochemical, confirmation dose response, primary screen (AID 588689); Dengue-2 NS5 methyltransferase capping enzyme assay, biochemical; higher % means a stronger effect; inhibition, % at 25 µM; hits with a dose series show IC50 in µM; hit rate 0.3% among 340,000; in the data active means a potency from the dose series; inconclusive means inhibition above about 29% without an active follow-up result
# UTI89 phage lysis: inhibition of K1F phage lysis, E. coli UTI89, bacterial capsule biogenesis inhibitors, alamar blue (AID 488966). inhibition, % at 100 µM, or IC50 in µM where a hit was titrated. E. coli UTI89 K1F phage lysis, alamar blue, 2 h; higher % means a stronger effect. hit rate 0.02% among 340,000;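 active means phage lysis inhibition, versus mean bacterial control, above a set limit; inconclusive means no clear call, values can overlap the other calls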;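 further: capsule biogenesis inhibitors block K1F phage lysis so surviving cells raise fluorescence; higher fluorescence means more inhibition of phage lysis; actives were called in the ten point dose series up to 300 µM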
# NTR1 ag: NTR1-driven beta-arrestin-GFP spot formation – imaging, U2OS cells, high content, primary screen (AID 493036). P30989. activation, % at 20 µM. agonist mode. hit rate 0.17% among 330,000;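 active means activation at or above 40% of the spot to cytoplasm intensity ratio, with at least 20 cells analyzed; inconclusive means wells under 20 cells, flagged as cytotoxic or low count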;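 further: 0% = DMSO without peptide and 100% = 100 nM NTR1 peptide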
# Target sequence (P30989 whole entry, looked up): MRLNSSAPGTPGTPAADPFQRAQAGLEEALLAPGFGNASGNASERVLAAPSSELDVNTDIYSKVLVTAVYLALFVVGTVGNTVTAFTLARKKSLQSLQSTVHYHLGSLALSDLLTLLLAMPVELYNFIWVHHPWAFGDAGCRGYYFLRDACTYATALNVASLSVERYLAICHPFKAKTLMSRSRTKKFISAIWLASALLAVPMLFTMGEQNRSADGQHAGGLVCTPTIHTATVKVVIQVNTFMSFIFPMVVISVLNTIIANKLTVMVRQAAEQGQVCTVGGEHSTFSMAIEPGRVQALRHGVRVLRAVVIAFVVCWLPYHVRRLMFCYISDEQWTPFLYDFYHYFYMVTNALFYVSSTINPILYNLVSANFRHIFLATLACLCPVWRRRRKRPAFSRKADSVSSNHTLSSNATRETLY
# GPR55 antagonists: inhibition of LPI-stimulated GPR55 beta-arrestin translocation – imaging, U2OS, beta-arrestin-GFP, LPI agonist, primary screen (AID 2013) | U2OS GPR55 beta-arrestin-GFP translocation imaging, LPI antagonism; higher % means a stronger effect | one-dose inhibition, % at 10 µM; IC50 in µM for titrated hits | hit rate 0.13% among 290,000;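 active means spots per cell inhibited over 60%, with over 100 cells counted and total cytoplasm intensity under 500,000; inconclusive means wells with under 100 cells, flagged as likely toxic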;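 further: U2OS cells stably carrying GPR55 and arrestin-GFP stimulated by 5 µM LPI near EC80; imaged beta-arrestin-GFP aggregate spots per cell after agonist stimulation; plate controls were LPI-stimulated DMSO wells for no effect and DMSO wells without LPI for full effect; some results filed as inactive read as strong as hits; confirmed hits need IC50 under 10 µM and bright autofluorescent wells are also inconclusive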
# GPR55 beta-arrestin: selective activators of receptor GPR55 – imaging, U2OS cells, beta-arrestin-GFP redistribution, primary screen (AID 1961); U2OS GPR55 beta-arrestin-GFP redistribution imaging; higher % means a stronger effect; activation, % at 10 µM, or EC50 in µM where a hit was titrated; hit rate 0.048% among 290,000;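 active means activation above 40% with more than 50 cells counted in the well; inconclusive means wells holding fewer than 50 cells, flagged as toxic or sparse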;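 further: U2OS osteosarcoma cells stably expressing GPR55 and beta-arrestin-GFP; plate controls were DMSO negative control for no effect and LPI positive control for full effect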
# NTR1 ag cell count 20 µM: second read-out of NTR1 ag, no call of its own (marks repeat the call); cell count; measured here: cell count, cytotoxicity flag
# Dengue-2 NS5 capping pilot replicate: recorded beside Dengue-2 NS5 capping, whose call it bears; inhibition, %; measured here: pilot screen replicate inhibition
# * hit, by the source's call; ? = inconclusive; · = no result given; [ ] = remark or other dose.
SMILES,HIV peptide binding,SIAH1 antagonists,GPR35 antagonists,AID2073,Dengue-2 NS5 capping,UTI89 phage lysis,NTR1 ag,NTR1 ag cell count 20 µM,GPR55 antagonists,GPR55 beta-arrestin,others
O=S(=O)(c1ccc(F)c(F)c1F)N1CCN(C(=S)Nc2ccccc2)CC1,0.2%,-8%,-10%,15%,-7%,2.5%,1.1,59,8%,0.5%,
CCOC(=O)c1cnc(-n2nc(C)cc2C)nc1NC1CCCCC1,1.1%,1%,3%,3%,-4%,-0.8%,18,90,13%,-0.1%,
CCN(CC)S(=O)(=O)c1cc(OC)c(C)cc1C,-1.0%,1%,15%,-7%,-3%,0.4%,-1.6,91,-12%,0.2%,
COc1cc(C(=O)Nc2ccc3c(c2)OCO3)ccc1OCc1c(C)noc1C,-1.6%,-6%,-20%,34%,-17%,0.0%,-0.8,25,14%,-0.3%,
O=C(N/N=C/c1ccc2c(c1)OCO2)c1cccc(NC(=O)c2ccccc2Cl)c1,-1.2%,2%,-6%,8%,-12%,0.6%,-2.5,36,13%,0.3%,
O=C(NC(NC1CCS(=O)(=O)C1)C(Cl)(Cl)Cl)c1cccc(Cl)c1 (configuration not stated),-1.3%,1%,8%,4%,0%,0.5%,1.3,70,9%,-0.1%,
COCCCC1CCN(C(=O)C2CCC(=O)N(Cc3ccccc3F)C2)CC1 (configuration not stated),-0.2%,-6%,18%,8%,-2%,0.1%,-0.7,73,0%,0.3%,
COc1ccc(OC)c(-n2c(C)ccc2-c2ccc(S(C)(=O)=O)cc2)c1,-2.4%,-4%,6%,7%,-6%,-0.7%[50 µM],-0.2,45,9%,0.0%,
O=C(COC(=O)c1ccc([N+](=O)[O-])s1)NCc1ccc(F)cc1,-1.2%,13%,3%,-9%,0%,-0.7%,0.6,67,1%,0.1%,
Cn1c(N=Nc2ccccc2)nc2ccccc21,101%*,3%,-9%,-8%,0%,8.2%,-0.1,58,2%,0.2%,
Cc1nn(-c2ccccc2)c(C)c1/C=N/NC(=O)CSc1nc2ccccc2c(=O)n1-c1ccccc1,1.6%,22%,-19%,17%,-1%,2.1%,1.6,51,16%,-0.3%,
Cc1ccccc1CS(=O)(=O)Cc1ccc(C(=O)N2CCOCC2)o1,-1.4%,-2%,-2%,-6%,-1%,0.8%[50 µM],-1.9,54,16%,0.2%,
NC(=O)C1CCN(C(=O)CCC(=O)N2CCOc3ccc(Cl)cc32)CC1,-1.7%,10%,12%,9%,-5%,-0.6%,-0.7,52,-2%,-0.1%,
CCCCOCCCNCC(=O)Nc1ccc(S(N)(=O)=O)cc1,-0.7%,-2%,2%,1%,-7%,1.9%,-1.3,28,-4%,-0.1%,
COc1ccccc1C1CCN(Cc2cccc(C(=O)N3CCC(O)CC3)c2)CC1,-0.7%,9%,1%,-11%,-5%,0.0%,0.2,91,13%,-0.1%,
CCn1cc(C(=O)NCCCOC(C)C)c2cc(OC)c(OC)cc2c1=O,-2.4%,-10%,17%,-1%,-4%,-8.2%,1.5,72,-2%,-0.1%,
O=C(CNC(=O)c1ccccc1)Nc1ccsc1C(=O)O,-0.6%,-2%,0%,12%,·,0.6%,-2.2,32,16%,-0.2%,
COc1cc(C(=O)N2CCN(c3cccc(C)c3C)CC2)cc(OC)c1OC,-1.2%,5%,7%,15%,-7%,3.4%,2.2,61,-12%,-0.1%,
CC(=O)Nc1cc[n+](C(C)C(=O)c2ccc(Cl)cc2)cc1 (configuration not stated),-1.3%,0%,3%,5%,-1%,0.6%,0.1,59,-3%,-0.5%,
O=C(NCCCCNC(=O)c1cccnc1Cl)c1cccnc1Cl,-1.8%,6%,-17%,-10%,-2%,0.7%[50 µM],1.7,67,11%,0.0%,
Cc1ccc(S(=O)(=O)N2CCCOC2CNC(=O)C(=O)NCc2cccs2)cc1 (configuration not stated),-1.5%,7%,10%,3%,-1%,2.7%,0.2,55,8%,-0.2%,
OCCN1CCN(c2ncnc3sc4c(c23)CCCC4)CC1,-0.9%,-7%,13%,41%,-18%,0.1%,-0.6,47,0%,-0.1%,Dengue-2 NS5 capping pilot replicate=-11
Cc1cc(C)n(-c2nnc(C)n2/N=C/c2ccccc2O)n1,-1.5%,0%,-19%,24%,-2%,5.1%,1.0,54,5%,-0.1%,
O=C(CCc1nnc(CCCCc2ccccc2)o1)NCc1cc(F)ccc1F,-1.6%,3%,17%,-18%,-10%,0.2%,-0.6,78,-8%,-0.2%,
CCOc1ccccc1N1CCN(C(=O)Nc2cccc(Cl)c2)CC1,-0.6%,-3%,-13%,-2%,-2%,0.1%,-0.9,71,1%,-0.4%,
O=C(c1cc([N+](=O)[O-])ccc1N1CCCCC1)N1CCCCC1,-0.7%,-2%,12%,-8%,-9%,1.8%,0.0,48,20%,0.3%,
Brc1ccc(OCc2cn3ccccc3n2)cc1,-0.1%,0%,-14%,20%,-2%,0.6%,0.7,47,0%,-0.2%,
CCCCOc1ccc(-c2nnn(CC(=O)NCCc3c[nH]c4ccccc34)n2)cc1,-0.1%,4%,-10%,26%,-3%,2.8%,0.9,86,4%,-0.4%,
CC(C)(C)NS(=O)(=O)c1ccc(NS(C)(=O)=O)cc1,-3.9%,-1%,-3%,-1%,-1%,8.0%,1.4,76,0%,0.2%,
COc1ccc(-n2c(-c3ccco3)nc3c(cnn3-c3ccc(C)cc3)c2=O)cc1,0.4%,0%,-13%,12%,-2%,-0.4%,20,48,14%,-0.1%,
CCCC(=O)n1nc(-c2cccnc2)nc1NCc1ccc(OC)cc1,0.9%,14%,-3%,0%,3%,0.2%,·,·,12%,1.0%,
Cc1ccc(C(=O)O)c(C(=O)Nc2nc3ccccc3s2)c1,2.0%,9%,0%,0%,-3%,0.5%,0.2,78,16%,-0.1%,
CCSc1ncnc2c1oc1ccccc12,-0.5%,-1%,0%,2%,-5%,0.9%,2.4,95,-10%,-0.2%,Dengue-2 NS5 capping pilot replicate=-4.8
Cc1ccc(NC(=O)c2c(-c3ccccc3Cl)noc2C)nc1,0.2%,2%,19%,-8%,-5%,-0.1%,-0.3,49,-5%,0.3%,
COc1cc(-c2cc(C(=O)NCCc3ccc(S(N)(=O)=O)cc3)c3ccccc3n2)cc(OC)c1OC,-1.8%,11%,-10%,4%,-8%,0.0%,-0.6,70,16%,-0.1%,
N#Cc1c(-c2ccccc2F)cc(C2CC2)nc1SCC(=O)c1cccs1,4.5%,3%,-4%,38%,8%,-0.1%,2.2,45,-9%,-0.1%,
CCCCc1nnc2c(N(C)S(=O)(=O)c3ccccc3)nc3ccccc3n12,0.0%,-4%,11%,3%,-6%,-0.9%[50 µM],2.8,52,4%,-0.1%,
O=C(NC1CCCC1)c1cccc(Cl)c1,0.6%,4%,-3%,3%,-4%,0.2%,1.7,65,5%,-0.3%,
c1ccc(CN2CCC(=NNc3nc4ccccc4[nH]3)CC2)cc1,-3.2%,-5%,-14%,9%,-6%,-0.4%,0.0,45,13%,0.3%,
CCN(C(=O)CSc1ccc2ccccc2n1)C1CCS(=O)(=O)C1 (configuration not stated),0.7%,6%,-1%,4%,-6%,0.2%,0.7,69,12%,-0.1%,
CCOc1ccc(-c2nc(CN(Cc3ccccc3)C[C@@H]3CCC(=O)N3)c(C)o2)cc1,-0.9%,-6%,-4%,8%,-1%,0.8%,4.7,53,33%,-0.3%,
Cc1cc(C)cc(N2C(=O)CC(n3ccnc3)C2=O)c1 (configuration not stated),0.0%,-1%,-12%,22%,4%,-0.3%[50 µM],-0.5,51,-19%,0.5%,
CCOc1ccc(C(C)=O)cc1Cn1nc(C(=O)O)c2ccccc2c1=O,0.9%,-1%,-2%,16%,-8%,0.1%,-0.5,78,4%,-0.2%,
CN(C)c1cc(-c2ccc(Cl)cc2)oc(=O)c1Cl,-0.9%,8%,5%,1%,-2%,1.0%,1.3,51,18%,-0.4%,
COc1ccc(Cl)cc1NC(=S)NNC(=O)CC(C)C,-1.4%,8%,-9%,-4%,-2%,-0.1%,-1.1,28,10%,-0.1%,
CC1CCN(C(=O)/C(=C\c2cccs2)NC(=O)c2ccccc2)CC1,-0.2%,-2%,0%,-4%,-8%,-2.1%,1.2,34,11%,0.2%,
CC(=O)Nc1cccc(C(=O)N2CCN(Cc3ccccc3)CC2)c1,-2.1%,-3%,12%,0%,-6%,2.2%,0.1,92,12%,-0.2%,
NNC(=S)Nc1ccc(S(=O)(=O)N2CCCCC2)cc1,-2.7%,-4%,-7%,-17%,-1%,0.7%,-0.7,30,-10%,0.2%,
O=C(Nc1ccc(-c2nc3ccccc3s2)c(O)c1)C1=COCCO1,0.6%,46%,-14%,?,7%,2.3%[50 µM],7.8,41,19%,-0.2%,
COc1ccc2oc(C(=O)N3CCN(S(=O)(=O)c4cccc([N+](=O)[O-])c4)CC3)c(C)c2c1,1.0%,12%,1%,16%,-1%,0.1%,1.7,59,1%,-0.2%,
CCC(=O)c1ccc(OCc2ccccc2)c(OC)c1,1.5%,1%,-5%,5%,-3%,1.0%[50 µM],-1.2,47,5%,0.3%,

# Looked up by compound from the list above:
SMILES,HIV peptide binding,SIAH1 antagonists,GPR35 antagonists,AID2073,Dengue-2 NS5 capping,UTI89 phage lysis,NTR1 ag,NTR1 ag cell count 20 µM,GPR55 antagonists,GPR55 beta-arrestin,others
O=C(CCc1nnc(CCCCc2ccccc2)o1)NCc1cc(F)ccc1F,-1.6%,3%,17%,-18%,-10%,0.2%,-0.6,78,-8%,-0.2%,
COc1cc(C(=O)Nc2ccc3c(c2)OCO3)ccc1OCc1c(C)noc1C,-1.6%,-6%,-20%,34%,-17%,0.0%,-0.8,25,14%,-0.3%,
CCN(CC)S(=O)(=O)c1cc(OC)c(C)cc1C,-1.0%,1%,15%,-7%,-3%,0.4%,-1.6,91,-12%,0.2%,
CCCCc1nnc2c(N(C)S(=O)(=O)c3ccccc3)nc3ccccc3n12,0.0%,-4%,11%,3%,-6%,-0.9%[50 µM],2.8,52,4%,-0.1%,
